Assay outcomes (PubChem BioAssay)
PhoP GFP inhibition: Inhibition of PhoP regulon, Salmonella typhi GFP reporter cells, confirmation, 4 h (AID 1850) | one-dose inhibition, % at 50 µM; IC50 in µM for titrated hits | Salmonella Typhi PhoP-promoter GFP reporter, fluorescence, 4 h; higher % means a stronger effect | 0.33% of 310,000 active; in the data active means a potency from the dose series; inconclusive means inhibition mostly from about 25% at the one dose, without a potency; inactive means the rest, 99 in 100 with inhibition below about 19%;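 further: 0% = induced wells with vehicle and 100% = uninduced wells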
tuberculosis growth: growth inhibition of non-replicating M. tuberculosis (AID 488890) | Mycobacterium tuberculosis non-replicating, growth inhibition; higher % means a stronger effect | inhibition, % at 25 µM, or IC50 in µM where a hit was titrated | 0.39% of 320,000 active; in the data active means a potency from the dose series; inconclusive means inhibition mostly from about 82% at the one dose, without a potency; inactive means the rest, 99 in 100 with inhibition below about 76%;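 further: plate controls were DMSO cells for no effect and high antibiotic wells for full effect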
H37Rv inhibition: M. tuberculosis growth inhibition, HTS (AID 449762); M. tuberculosis H37Rv growth inhibition, 7H9 media; higher % means a stronger effect; one-dose inhibition, % at 25 µM; IC50 in µM for titrated hits; 0.59% of 330,000 active; in the data active means a potency from the dose series; inconclusive means inhibition above about 70% without an active follow-up result;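 further: bacterial growth assessed after seven days of incubation; strong numbers were not always called active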
inhibitors of VEEV: inhibitors of VEEV TC-83 cytopathic effect, confirmation, Vero cells (AID 588727) | Vero cells, VEEV TC-83 cytopathic effect inhibition; higher % means a stronger effect | one-dose inhibition, % at 20 µM; IC50 in µM for titrated hits | 0.13% of 350,000 active; in the data active means a potency from the dose series; inconclusive means inhibition mostly from about 14% at the one dose, without a potency; inactive means the rest, 99 in 100 with inhibition below about 12%; further: strong numbers were not always called active
H1N1 NS1A inhibition: NS1A inhibition, H1N1 influenza, cell based functional assay (AID 504329); 0.3% of 340,000 active; NS1A functional cell-based assay, percent inhibition; higher % means a stronger effect; inhibition, % at 12.5 µM, or IC50 in µM where a hit was titrated; in the data active means a potency from the dose series; inconclusive means inhibition above about 27% without an active follow-up result; further: strong numbers were not always called active
* hit, by the source's call; i = inactive; u = inconclusive; x = no result given.

SMILES | PhoP GFP inhibition | tuberculosis growth | H37Rv inhibition | inhibitors of VEEV | H1N1 NS1A inhibition
CCOc1ccc(S(=O)(=O)/N=C(/c2ccccc2)N(C)C)cc1 | -9.0% | 10.8% | -7.2% | u | -6.6%
O=C(/C=C/c1cccc2ccccc12)c1ccncc1 | 16.7% | u | u | u | 2.8%
CCCn1c(N)c(C(=O)CSc2nnc(-c3cccs3)n2C2CC2)c(=O)[nH]c1=O | x | 9.0% | 5.7% | 2.1% | -7.7%
COc1cc(C2c3c(-c4ccccc4O)n[nH]c3C(=O)N2Cc2ccco2)cc(OC)c1OC (stereo unspecified) | -0.8% | 2.6% | 3.1% | 1.1% | -6.6%
CC1(C)CC(=O)/C(=N/Nc2ccc(Cl)cc2)CO1 | -9.9% | 12.3% | u | 84.9% | 4.3%
CC(=O)Nc1nnc(SCC(=O)Nc2nc(C)cs2)s1 | -1.0% | -3.4% | -13.4% | 2.2% | -1.9%
N#CC1=C(SCC(=O)Nc2cccc3cccnc23)NC(=O)C(C#N)C12CCCCC2 (stereo unspecified) | -4.4% | 24.1% | 4.5% | i | -1.4%
O=C(Nc1ncn[nH]1)c1ccc(Cl)c(S(=O)(=O)N2CCCCCC2)c1 | -11.7% | 0.6% | 2.3% | 3.0% | -36.8%
CCCC(C(=O)NNC(=O)c1ccncc1)c1ccccc1 (stereo unspecified) | x | 3.3% | -4.3% | i | -1.4%
CCOc1ccc(S(=O)(=O)Nc2ccccc2C(=O)N/N=C/c2c(OC)ccc3ccccc23)cc1 | -10.2% | 2.5% | 5.6% | 0.9% | -29.7%
CC(CCc1ccccn1)C(=O)C(C)CCc1ccccn1 (stereo unspecified) | x | x | x | i | -16.5%
Cc1cc(/N=C/C=C2/N(C)c3ccccc3C2(C)C)n(CCC#N)n1 | x | x | x | 1.4% | -10.2%
Cc1cc(C=C(C#N)C#N)ccc1N1CCCC1 | -23.2% | 39.4% | 6.6% | 0.4% | -4.1%
CCOc1ccc(C(=O)NC(C(=O)N2CCC2)C(C)C)cc1 (stereo unspecified) | x | x | x | 0.6% | -11.2%
Cc1ccccc1/C(N)=N/OC(=O)c1cccs1 | 14.6% | 51.8% | 6.5% | 3.7% | -3.1%
COc1ccc(-c2cc3ncc(C(C)=O)c(C)n3n2)cc1 | 0.1% | 4.2% | -6.7% | 1.4% | -8.0%
CO/N=C(/CNC(=O)c1ccc(F)cc1)c1ccc(Cl)cc1 | -10.6% | 2.3% | 2.4% | 1.1% | 11.3%
COC(=O)Cc1c(O)ccn(C2CC2)c1=O | 12.8% | -12.5% | 0.0% | 1.5% | -5.7%
O=C(CNC(=O)[C@@H]1Cc2ccccc2CN1)Nc1ccc2c(c1)OCO2 | -3.0% | 6.2% | 4.4% | i | 6.9%
Cc1ccc2c(CC(=O)Nc3sccc3C(N)=O)coc2c1 | 6.4% | 3.4% | -0.2% | 4.1% | -4.9%
CCCNC(=O)c1ccc(CNc2c(N3CCC(C(=O)OCC)CC3)c(=O)c2=O)cc1 | 1.6% | 2.8% | 0.1% | 1.9% | 2.7%
COCCN(C(=O)COC(=O)/C=C/c1ccco1)c1c(N)n(Cc2ccccc2)c(=O)[nH]c1=O | 2.1% | 13.3% | 9.0% | 1.7% | -10.6%
O=C(O)Cc1ccc(NC(=O)c2ccc3c(c2)C(=O)N(CC2CCCO2)C3=O)cc1 (stereo unspecified) | -16.0% | -10.1% | -7.8% | 2.4% | -6.9%
Cc1ccc(-c2ccc(CCC(=O)O)n2NC(=O)c2cccs2)cc1 | 4.8% | -1.5% | 0.5% | 2.1% | 8.7%
Cc1ccc(O)c(NC(=S)NC(=O)/C=C/c2ccccc2)c1 | -7.5% | 20.8% | 7.5% | i | -8.0%
COCCNC(=O)C(=O)NCC1OCCN1S(=O)(=O)c1ccc(F)cc1 (stereo unspecified) | -2.9% | -4.9% | -25.7% | 1.6% | -13.7%
CC(OC(=O)C1=COCCO1)C(=O)Nc1cccc(S(=O)(=O)N2CCOCC2)c1 (stereo unspecified) | 5.3% | -8.9% | -2.4% | 0.1% | -1.2%
CCCCCC(=O)N1CC2(CC(c3cccc(NC(=O)CC)c3)=NO2)C[C@H]1C(N)=O (stereo partly specified) | -36.7% | -17.6% | -1.6% | 0.6% | 4.4%
Cc1cc(-c2ccccc2)c2c(n1)sc1c(O)cc(=O)[nH]c12 | -17.2% | 24.6% | 7.2% | x | x
COc1ccc(OC)c(/C=C/C(=O)OCC(=O)c2c(N)n(C)c(=O)n(C)c2=O)c1 | 3.5% | -8.6% | 2.2% | 1.4% | -0.9%
Cc1ccc(S(=O)(=O)NC(=O)c2cc(C)n(C3CC3)c2C)cc1 | -8.7% | -3.0% | -11.4% | 0.1% | 5.5%
CCN1CCN(C(=O)CCc2ccc(S(=O)(=O)NCCc3ccccc3)cc2)CC1 | -1.1% | -2.4% | -7.6% | 1.0% | 3.0%
CN1CCCN(CC(O)COCc2cccs2)CC1 (stereo unspecified) | -3.9% | 9.9% | -12.1% | 0.4% | 4.1%
O=c1c2ccccc2c(-c2ccccc2)nn1-c1cc(Cl)ccc1[N+](=O)[O-] | 3.2% | 28.4% | 17.4% | 5.2% | 2.7%
COc1ccc(Cl)cc1NC(=O)CN(C)Cc1cccs1 | 7.0% | 24.4% | 8.2% | i | -6.4%
COc1ccc(-n2c(C)cc(C3=NNC(=NC4CC4)SC3)c2C)cc1 | x | x | x | i | 3.9%
Cc1ccc(S(=O)(=O)NCC(=O)OCc2ccccc2)cc1 | -10.1% | u | 1.3% | 0.1% | 6.9%
Cn1nnnc1SCC(=O)c1cccs1 | 22.9% | 3.0% | -6.0% | 0.1% | -2.2%
Cc1cccc(Nc2ccccc2C(=O)OCC(=O)NCc2ccco2)c1C | -6.8% | 8.8% | -10.6% | i | -2.4%
CN(C)S(=O)(=O)c1cccc(NC(=O)c2cc(-c3cccs3)nn2-c2cccc(Cl)c2)c1 | -5.1% | 4.8% | 1.0% | 1.0% | -7.7%
O=C1c2cc(CO)cc(O)c2C(=O)c2c(O[C@@H]3OC(CO)[C@@H](O)[C@@H](O)[C@@H]3O)cccc21 (stereo partly specified) | -2.2% | 48.0% | -0.9% | i | -0.4%
COCCN1CCn2c(nc3cc(NC(=O)NC4CCCCC4)ccc32)C1 | 5.3% | 57.3% | 8.9% | 3.6% | 6.7%
CCn1c(/C=N/c2nc3ccccc3n2C)nc2ccccc21 | -2.0% | 41.2% | 37.5% | 1.0% | 21.1%
COC(=O)C1=C(N)Oc2cc(C)[nH]c(=O)c2C1c1cc(OC)c(OC)c(OC)c1 (stereo unspecified) | 9.8% | -7.9% | -0.7% | 6.6% | 0.9%
O=C1NC(=O)C(=Cc2cccc(OCCOc3ccccc3)c2)C(=O)N1 | 2.5% | u | 3.4% | 2.2% | -3.9%
CC(=O)N/C(=C\c1ccccc1)C(=O)OCC(=O)N(CC(C)C)c1c(N)n(Cc2ccccc2)c(=O)[nH]c1=O | -6.9% | 14.3% | -0.1% | 1.5% | 9.6%
Cc1nc(-c2cccc(NC(=O)c3ccc(-n4cccn4)cc3)c2)cs1 | x | 24.1% | -2.0% | 11.5% | -11.3%
Cc1ccccc1Nc1ncnc2[nH]ncc12 | x | x | x | 2.0% | -4.9%
CCOc1ccc(C(=O)NCc2ccc3c(c2)OCO3)cc1 | -3.4% | -4.4% | 0.6% | 0.5% | 19.6%
S=c1[nH]nc(Cc2ccc(Br)cc2)n1/N=C/c1ccc(Cl)cc1 | -10.8% | -3.3% | 0.8% | 2.3% | -10.0%
CC(/C=C/c1ccccc1)=N\NC(=O)c1cc(C)nc2ccccc12 | -14.6% | 7.6% | -4.1% | 2.8% | -18.6%
O=C(Cn1nnc2ccccc21)OCc1ccccc1 | 6.5% | 25.0% | 2.4% | 0.5% | -9.1%
CCc1nnc(NC(=O)c2ccc(NC(=O)C(C)C)cc2)s1 | 4.4% | -6.1% | -0.1% | 4.6% | -1.0%
CCCC1=Nc2cc(C(=O)NCCCOCC)ccc2Sc2ccccc21 | -11.0% | 19.3% | x | 6.8% | 13.7%
CS/C(=N\S(=O)(=O)c1cccs1)Nc1ccc(Cl)cc1 | -9.4% | 71.7% | 3.2% | 2.0% | -8.5%
CCOC(=O)CSc1c(-c2ccccc2)c2cc(Cl)ccc2[nH]c1=O | -15.9% | 24.6% | -2.2% | 1.6% | 2.1%
Cc1cc(C(=O)N2CCN(c3ccc([N+](=O)[O-])cc3)CC2)c(C)o1 | -5.7% | 18.3% | 1.6% | 5.5% | 21.7%
Cc1ccc(S(=O)(=O)NCCOc2nc(N(C)C)nc(N(C)C)n2)cc1 | 20.1% | 6.8% | 3.6% | 0.1% | 13.9%
COCc1c(C(=O)OCC(=O)c2ccc[nH]2)oc2ccccc12 | x | 12.1% | 5.7% | 2.8% | -0.7%
CC(C)(C)SCCNC(=O)COc1ccccc1 | -12.4% | u | -7.4% | i | 13.2%

Given as labelled records: 2 of the compounds above
> CC(/C=C/c1ccccc1)=N\NC(=O)c1cc(C)nc2ccccc12
  PhoP GFP inhibition: -14.6%; tuberculosis growth: 7.6%; H37Rv inhibition: -4.1%; inhibitors of VEEV: 2.8%; H1N1 NS1A inhibition: -18.6%

> O=C(Cn1nnc2ccccc21)OCc1ccccc1
  PhoP GFP inhibition: 6.5%; tuberculosis growth: 25.0%; H37Rv inhibition: 2.4%; inhibitors of VEEV: 0.5%; H1N1 NS1A inhibition: -9.1%

Next part
SMILES | PhoP GFP inhibition | tuberculosis growth | H37Rv inhibition | inhibitors of VEEV | H1N1 NS1A inhibition
CN(C)c1ccc(/C=N/NC(=O)c2nnn(-c3nonc3N)c2CN2CCCCCC2)cc1 | -6.4% | 2.5% | -10.2% | 0.9% | -4.4%
Cn1cnnc1Sc1ccc(/C=C(\CC(=O)O)c2nc3ccccc3s2)cc1[N+](=O)[O-] | -2.3% | -8.3% | -13.3% | 0.8% | -4.6%
COc1ccc(N(CC(=O)N/N=C/c2cccc3c2OCCO3)S(=O)(=O)c2ccc(NC(C)=O)cc2)cc1 | 4.9% | 24.7% | -5.4% | 0.1% | 4.3%
O=C(NCc1cccnc1)c1ccc(S(=O)(=O)N2CCCCCC2)cc1 | -5.4% | x | 15.8% | 0.9% | -5.4%
O=C1NC(=O)/C(=C/c2ccccc2OCc2ccccc2)S1 | -19.3% | 57.3% | 3.6% | i | 6.7%
N#CCSc1nc2ccccc2c(=O)n1CCC(=O)NC1CCCCC1 | -11.6% | -4.2% | -10.0% | 2.4% | -0.5%
Cc1ccc(OCC(=O)Nc2cc(C)on2)c([N+](=O)[O-])n1 | -14.5% | -6.1% | -1.1% | 0.1% | -7.0%
COc1ccc(-c2c(C#N)c(N)nc3c2c(=O)n(C)c(=O)n3C)cc1Cl | 3.1% | 9.6% | -0.2% | 9.1% | -2.3%
COc1ccc(NC(=O)C2CC(=O)OC23CCCCC3)cc1 (stereo unspecified) | -4.3% | 2.4% | -6.9% | 3.0% | 1.4%
COc1ccc(OC(C)C(=O)Nc2cccc(F)c2)cc1 (stereo unspecified) | 2.8% | 72.4% | 18.7% | i | -11.3%
O=c1[nH]c(-c2ccccc2)nn1-c1ccc(Br)cc1Br | 7.7% | -1.1% | -4.9% | i | -1.9%
CC(=O)Nc1cc(C(=O)NCc2ccco2)ccc1Sc1ccc(C)cc1 | 0.7% | 8.5% | -0.2% | 0.9% | -1.6%
CCn1cc(C(=O)OCC(=O)c2ccccc2)c(=O)c2ccc(C)nc21 | x | x | x | i | 3.1%
O=C(O/N=C(\c1ccccc1)c1ccncc1)c1ccccc1F | 6.3% | u | 15.2% | 1.0% | -30.2%
COC(=O)c1sc(NC(=O)/C=C/c2ccccc2Cl)nc1C | 11.1% | -0.1% | 5.2% | i | 7.0%
COc1nc(NCCc2ccc(OC)c(OC)c2)nc(OC)n1 | 3.9% | -0.5% | -0.7% | i | -4.4%
Cc1cccn2c(=O)c3cc(C(=O)NC4CCCC4)c(=N)n(C4CCCC4)c3nc12 | 1.3% | -2.0% | 26.6% | 3.8% | -3.1%

Compound profiles (already shown). Screens in order: PhoP GFP inhibition	tuberculosis growth	H37Rv inhibition	inhibitors of VEEV	H1N1 NS1A inhibition
Cc1cccn2c(=O)c3cc(C(=O)NC4CCCC4)c(=N)n(C4CCCC4)c3nc12 across the screens: 1.3%	-2.0%	26.6%	3.8%	-3.1%
O=C(O/N=C(\c1ccccc1)c1ccncc1)c1ccccc1F across the screens: 6.3%	u	15.2%	1.0%	-30.2%
COc1ccc(-c2c(C#N)c(N)nc3c2c(=O)n(C)c(=O)n3C)cc1Cl across the screens: 3.1%	9.6%	-0.2%	9.1%	-2.3%
COC(=O)c1sc(NC(=O)/C=C/c2ccccc2Cl)nc1C across the screens: 11.1%	-0.1%	5.2%	i	7.0%
O=c1[nH]c(-c2ccccc2)nn1-c1ccc(Br)cc1Br across the screens: 7.7%	-1.1%	-4.9%	i	-1.9%
